Neddylation inh: blocks human cullin neddylation; P61081+Q13564; TR-FRET cullin neddylation, biochemical; calls only at 25 µM; 360,000 compounds, 0.58% hits; AID 651699; in the data active means inhibition above about 36%
MsrA inhibitor: bovine MsrA inhibition; purified bovine MsrA, absorbance read-out; inhibition, % at 15.5 µM; 360,000 compounds, 0.75% hits; in the data active means inhibition above about 4.5%;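 further: 0% = vehicle wells with enzyme and 100% = reference inhibitor wells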
Rin1-Abl PPI inh: inhibitors of human Rin1-Abl protein interaction. P00519+Q13671. TR-FRET Rin1/Abl binding, biochemical. inhibition, % at 7.35 µM. 360,000 compounds, 0.4% hits. AID 588664; in the data active means inhibition above about 5%, passing the limit was not always enough
Target sequence (P00519 whole entry, looked up): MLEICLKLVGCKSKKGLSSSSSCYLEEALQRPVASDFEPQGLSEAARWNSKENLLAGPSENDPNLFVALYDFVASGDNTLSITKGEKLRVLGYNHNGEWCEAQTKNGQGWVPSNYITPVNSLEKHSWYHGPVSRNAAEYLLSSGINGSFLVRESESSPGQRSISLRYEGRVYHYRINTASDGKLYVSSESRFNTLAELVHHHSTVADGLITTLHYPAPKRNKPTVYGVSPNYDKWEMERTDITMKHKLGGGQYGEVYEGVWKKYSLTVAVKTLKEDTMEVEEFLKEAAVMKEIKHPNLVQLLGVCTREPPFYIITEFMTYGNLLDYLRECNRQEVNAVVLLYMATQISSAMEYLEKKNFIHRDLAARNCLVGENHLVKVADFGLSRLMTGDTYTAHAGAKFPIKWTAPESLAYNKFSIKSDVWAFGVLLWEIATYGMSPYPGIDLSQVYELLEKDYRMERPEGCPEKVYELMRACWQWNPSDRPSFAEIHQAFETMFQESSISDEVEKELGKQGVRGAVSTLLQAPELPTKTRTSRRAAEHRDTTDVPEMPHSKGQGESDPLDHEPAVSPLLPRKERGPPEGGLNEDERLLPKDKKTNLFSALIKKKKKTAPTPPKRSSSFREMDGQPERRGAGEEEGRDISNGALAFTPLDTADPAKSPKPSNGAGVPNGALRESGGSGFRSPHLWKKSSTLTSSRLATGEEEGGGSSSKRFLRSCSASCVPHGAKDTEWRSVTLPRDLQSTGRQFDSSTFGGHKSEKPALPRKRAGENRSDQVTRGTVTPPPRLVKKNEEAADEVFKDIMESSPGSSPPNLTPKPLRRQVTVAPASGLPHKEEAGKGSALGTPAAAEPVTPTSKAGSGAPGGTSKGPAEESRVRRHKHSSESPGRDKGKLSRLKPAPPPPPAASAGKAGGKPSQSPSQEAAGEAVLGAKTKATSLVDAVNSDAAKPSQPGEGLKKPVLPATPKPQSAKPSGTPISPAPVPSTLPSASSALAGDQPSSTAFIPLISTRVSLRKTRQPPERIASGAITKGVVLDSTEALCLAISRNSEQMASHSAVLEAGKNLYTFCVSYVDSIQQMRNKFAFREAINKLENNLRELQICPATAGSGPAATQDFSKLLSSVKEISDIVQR
Target sequence (Q13671 whole entry, looked up): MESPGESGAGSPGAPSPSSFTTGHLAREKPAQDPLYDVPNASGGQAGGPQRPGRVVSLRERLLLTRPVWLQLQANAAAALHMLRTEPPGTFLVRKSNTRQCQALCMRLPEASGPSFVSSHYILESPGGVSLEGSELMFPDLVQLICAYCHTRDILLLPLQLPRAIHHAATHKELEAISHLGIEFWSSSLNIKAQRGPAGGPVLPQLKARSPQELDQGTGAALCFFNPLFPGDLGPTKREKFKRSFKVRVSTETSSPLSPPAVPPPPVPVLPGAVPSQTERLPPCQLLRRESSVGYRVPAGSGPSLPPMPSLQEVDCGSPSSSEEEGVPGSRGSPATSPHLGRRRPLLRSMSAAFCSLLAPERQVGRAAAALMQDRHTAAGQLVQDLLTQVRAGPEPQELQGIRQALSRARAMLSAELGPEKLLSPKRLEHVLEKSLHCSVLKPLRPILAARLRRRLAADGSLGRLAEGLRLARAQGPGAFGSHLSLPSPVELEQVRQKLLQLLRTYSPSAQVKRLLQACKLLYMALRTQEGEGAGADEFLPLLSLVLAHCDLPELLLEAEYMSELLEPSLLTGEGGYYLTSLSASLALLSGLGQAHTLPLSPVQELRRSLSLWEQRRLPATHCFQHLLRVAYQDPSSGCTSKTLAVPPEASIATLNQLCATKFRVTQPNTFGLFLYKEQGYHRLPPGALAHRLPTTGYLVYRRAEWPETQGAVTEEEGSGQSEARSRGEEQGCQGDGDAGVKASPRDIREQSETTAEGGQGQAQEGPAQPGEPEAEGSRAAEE
CSN inh: blocks human CSN-mediated cullin deneddylation; Q92905; Purified CSN, SCF-Nedd8-OG deneddylation, fluorescence polarization; inhibition, % at 12.5 µM; 360,000 compounds, 0.38% hits; AID 651999;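 active means pattern-corrected inhibition above about 35%, with an unprinted fluorescence ratio check between 0.5 and 1.5, limit read from the data, passing the limit was not always enough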;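 further: 0% = enzyme with substrate and 100% = substrate without enzyme; some results filed as inactive read as strong as hits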
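Assay system: purified human Csn5 enzyme expressed in HEK293T cells; measure: % inhibition; also added: SCFSkp2-Nedd8OG substrate at 10 nM final; technique: fluorescence polarization; times: reaction 90 min, room temperature; medium: Tris buffer pH 7.5, NaCl, DTT, Tween-20, trehalose, ovalbumin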
MLLE-PAM2 inh: inhibitors of microRNA-mediated deadenylation, human PABP1 MLLE binding. GST-MLLE / FITC-PAM2 fluorescence polarization. inhibition, % at 20 µM. 360,000 compounds, 0.36% hits; in the data active means inhibition above about 35%, passing the limit was not always enough;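 further: plate controls were DMSO wells with GST-MLLE for no effect and wells lacking GST-MLLE protein for full effect; some results filed as inactive read as strong as hits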
FAS TE block: FAS thioesterase (human) inhibition; inhibition, % at 15 µM; 360,000 compounds, 0.67% hits; recombinant FAS-TE, OMFH fluorogenic substrate, fluorescence endpoint;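 active means compounds whose normalised, plate-corrected inhibition of enzyme fluorescence in the single-dose primary screen is 50% or more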;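 further: 0% = DMSO with enzyme and 100% = substrate without enzyme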
eLon inh: E. coli protease La inhibition; P0A9M0; purified E. coli Lon protease, fluorescence polarization; inhibition, % at 7.94 µM; 360,000 compounds, 0.42% hits; AID 602123; in the data active means inhibition above about 13%, passing the limit was not always enough;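 further: 0% = enzyme with probe and DMSO and 100% = no enzyme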
MsrA act: activators of bovine methionine sulfoxide reductase A; AID 602163; activation, % at 10.6 µM; purified bovine MsrA, absorbance read-out; 360,000 compounds, 0.3% hits; in the data active means activation above about 7.5%;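 further: 0% = vehicle and 100% = reference activator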
TbMetRS inhib: blocks T. brucei methionyl-tRNA synthetase activity; purified T. brucei MetRS, ATP depletion, Kinase-Glo luminescence; inhibition, % at 11.9 µM; 360,000 compounds, 0.4% hits;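 active means inhibition above a per-plate cutoff of the control wells' mean inhibition plus 3 SD, cut at about 5.5% in these data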;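 further: 0% = DMSO wells median and 100% = median of wells with control inhibitor compound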
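Assay system: T. brucei methionyl-tRNA synthetase, purified | Medium: HEPES buffer with MgCl2, KCl, DTT, spermine, BSA, pyrophosphatase | Compound: 11.9 µM single point | Incubation: 15 min enzyme-compound preincubation, 2 h reaction, 10 min detection, 25 °C | Measured by: Kinase-Glo luciferase luminescence reporting remaining unconsumed ATP | Measure: % inhibition normalized to control-well medians | Replication: Singlicate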
An asterisk follows results filed as active; i = inactive; · = no result given. An unsorted share of the library; overall some 4% were active at least once.

SMILES	Neddylation inh	MsrA inhibitor	Rin1-Abl PPI inh	CSN inh	MLLE-PAM2 inh	FAS TE block	eLon inh	MsrA act	TbMetRS inhib
COc1ccccc1CNc1ncccn1	i	1.2	1	-4	1	-2	-5	-1	0.5
COc1cccc(N2CC(C(=O)Nc3nnc(SCCC4OCCO4)s3)CC2=O)c1 (configuration not stated)	i	-0.6	2	-1	-42	-5	-2	0	-0.4
O=C(N/N=C1\CCc2ccccc21)c1ccncc1	i	-0.2	0	-16	-15	-11	0	-2	-0.3
CON/C=C(\C=Nc1ccc(Cl)cc1Cl)c1ncc(C(F)(F)F)cc1Cl	i	0.5	3	-1	-16	13	5	0	-0.3
CC(C)c1ccccc1NC(=O)Cn1c(-c2ccccc2Cl)nc2ccccc21	i	0.1	-5	3	-48	-2	7	2	-0.1
CCOC(=O)C(CCCCCOc1ccc([N+](=O)[O-])cc1)C(=O)OCC	i	1.5	6	-1	-13	32	7	-6	-0.7
CC(C)C(NC(=O)c1ccc(Cl)cc1)C(=O)NCC1CCCO1 (configuration not stated)	i	2.9	0	3	4	-4	12	-3	-0.7
CS(=O)(=O)Nc1ccc(C(=O)NCCSCc2ccco2)cc1	i	0.2	0	-3	25	-9	-5	-6	-0.1
Cc1nnc(SCc2cc(=O)[nH]c(N3CCCCC3)n2)s1	i	0.1	1	-4	3	-7	9	0	-0.5
CCOC(=O)N1CCC(NC2CCCCCCC2)CC1	i	0.5	1	0	-4	-7	3	-1	0.1
CCCc1cc2c(cc1NC(=O)c1ccccc1F)OCO2	i	0.0	2	-1	8	-3	12	-3	-0.1
C=CCN1C(=O)/C(=C\c2cc(Br)c(OCc3ccccn3)c(OC)c2)SC1=S	i	-0.1	-3	-3	-1	28	-3	-4	0.2

Looked up one by one from the list above:
SMILES	Neddylation inh	MsrA inhibitor	Rin1-Abl PPI inh	CSN inh	MLLE-PAM2 inh	FAS TE block	eLon inh	MsrA act	TbMetRS inhib
CC(C)C(NC(=O)c1ccc(Cl)cc1)C(=O)NCC1CCCO1 (configuration not stated)	i	2.9	0	3	4	-4	12	-3	-0.7
COc1cccc(N2CC(C(=O)Nc3nnc(SCCC4OCCO4)s3)CC2=O)c1 (configuration not stated)	i	-0.6	2	-1	-42	-5	-2	0	-0.4
COc1ccccc1CNc1ncccn1	i	1.2	1	-4	1	-2	-5	-1	0.5
C=CCN1C(=O)/C(=C\c2cc(Br)c(OCc3ccccn3)c(OC)c2)SC1=S	i	-0.1	-3	-3	-1	28	-3	-4	0.2

By substructure, those above containing an aryl thioether with sulfur outside any ring (2)
SMILES	Neddylation inh	MsrA inhibitor	Rin1-Abl PPI inh	CSN inh	MLLE-PAM2 inh	FAS TE block	eLon inh	MsrA act	TbMetRS inhib
COc1cccc(N2CC(C(=O)Nc3nnc(SCCC4OCCO4)s3)CC2=O)c1 (configuration not stated)	i	-0.6	2	-1	-42	-5	-2	0	-0.4
Cc1nnc(SCc2cc(=O)[nH]c(N3CCCCC3)n2)s1	i	0.1	1	-4	3	-7	9	0	-0.5

(further entries)
SMILES	Neddylation inh	MsrA inhibitor	Rin1-Abl PPI inh	CSN inh	MLLE-PAM2 inh	FAS TE block	eLon inh	MsrA act	TbMetRS inhib
Cc1c(-n2c(SC(C)C(=O)NC(N)=O)nc3ccccc3c2=O)c(=O)n(-c2ccccc2)n1C (configuration not stated)	i	1.2	-7	-4	21	-6	4	-6	-0.9
Cc1ccccc1-c1cc2nc(NCCN3CCCC3)n(C)c(=O)c2s1	i	1.9	-6	2	-37	-5	-5	-4	-0.4
CC(=O)N(C)c1ccc(OCC(O)CN(c2ccccc2C)S(=O)(=O)c2ccc(C)cc2)cc1 (configuration not stated)	i	0.8	2	0	-4	2	-5	0	-0.5
CC(O)c1cccc(NC(=O)CCC(=O)O)c1 (configuration not stated)	i	2.5	2	3	-5	-6	-5	-1	0.6
O=C(Nc1cnn(Cc2ccc(Cl)cc2)c1)c1ccc([N+](=O)[O-])cc1	i	0.1	-2	1	7	18	8	-3	-0.2
O=C(O)CCc1nc(-c2ccccc2Cl)no1	i	-0.1	2	-4	-8	-4	4	-2	-0.7
Cc1oc2nc(SCC(=O)N3CCCCC3)nc(N)c2c1C	i	-1.0	-1	-3	3	-10	12	0	0.2
COCCCNC(=O)Cn1cc2c(n1)CCCCC2	i	-0.8	1	2	-7	-3	-2	-2	0.6
N#C/C(=N\Nc1ccc(S(=O)(=O)N2CCOCC2)cc1)C(N)=S	i	1.1	-8	2	23	-2	-4	-9	-0.7
Brc1ccc(Oc2nnnn2-c2ccccc2)cc1	i	1.1	4	-4	13	6	-5	-8	-0.8
CCSC(=O)N1c2ccc(OC)cc2C=CC1C#N (configuration not stated)	i	0.2	1	-1	-10	4	-14	-2	-0.2
COc1cccc(NC(=O)/C=C/c2ccc(S(=O)(=O)N3CCOCC3)cc2)c1	i	2.3	2	1	1	10	-2	-11	-0.4
O=[N+]([O-])c1cc(Cl)ccc1-c1nc(-c2ccncc2)no1	i	0.1	2	8	-26	-6	1	-6	-0.3
COC(=O)c1ccc(COC(=O)CNC(=O)CNC(=O)c2ccc(C)cc2)cc1	i	0.9	4	1	2	-3	4	-4	-0.5
COc1ccccc1N(C)S(=O)(=O)c1ccc(C)c(C(=O)N2CCCCCC2)c1	i	0.9	-1	2	13	-2	-10	-3	0.1
CC(=O)Nc1ccc(/C(C)=N/NC(=O)c2ccccc2Cl)cc1	i	0.8	2	-2	1	-10	-9	0	0.4
CCCCN(CC(=O)NCCOC)C(=O)Cn1nnc2ccccc21	i	0.6	2	-3	7	-10	0	-9	0.2
COc1ccc2c(c1)CCN=C2Cc1ccc(OC)c(OC)c1	i	-0.5	1	-3	17	-10	10	-7	-0.4
Cc1c(NC(=O)CSCc2ccco2)c(=O)n(-c2ccccc2)n1C	i	0.2	1	2	31	-6	2	1	0.5
CC12CCC(C(=O)NNC(=O)c3ccc(Br)cc3)(OC1=O)C2(C)C (configuration not stated)	i	0.3	3	4	-3	-5	18*	-4	-0.3
CCN(CC)C(=O)COC(=O)C1CCN(S(=O)(=O)c2ccc3c(c2)OCCO3)CC1	i	-0.1	0	-3	4	-4	4	-1	0.0
CS(=O)(=O)c1ccc2nc(NC(=O)CN3CCOCC3)sc2c1	i	-0.6	-1	-3	8	-3	-7	-5	-0.5
CCCc1c(C)[nH]c2ccccc2c1=O	i	0.9	3	2	3	-3	-3	0	0.5
COC(=O)C(C)Sc1snnc1-c1ccccc1 (configuration not stated)	i	1.1	1	-1	11	-3	-4	1	0.2
Cn1c(=O)c(C(=O)NCCCc2ccccc2)c(O)c2ccccc21	i	-0.1	-1	1	3	14	-4	-3	1.0
N#Cc1ccccc1S(=O)(=O)N1CCNS(=O)(=O)c2ccccc21	i	-0.2	-2	6	2	-5	-5	-1	1.0
Cc1ccc(N(CC(=O)NCc2ccncc2)S(C)(=O)=O)cc1	i	-0.5	-1	-3	11	-8	-2	-4	-0.4
Cc1c(CCC(=O)NCCC(=O)O)c(=O)oc2cc3occ(-c4ccccc4)c3cc12	i	2.7	-1	3	21	-2	-5	-3	0.1
CN(C)CCCN1C(=O)C(=O)/C(=C(/O)c2ccncc2)C1c1ccccc1 (configuration not stated)	i	1.4	-1	1	-4	-3	-4	-3	-0.4
Cc1ccccc1NC(=S)N(C)CCc1ccccn1	i	0.1	4	-3	-62	-11	-5	-5	0.2
COc1ccc(CCn2nnnc2C(c2ccc(C)cc2)N2CCN(C)CC2)cc1OC (configuration not stated)	i	-1.0	0	1	2	-3	1	-3	0.1
CC(C)(C)Sc1nc(O)cc(=O)[nH]1	i	-0.3	1	6	-3	-5	-13	1	-0.7
Cc1ccc(S(=O)(=O)Nc2ccnc3ccccc23)cc1	i	4.0	0	0	-2	-2	4	-7	7.0*
CCOC(=O)c1c(-c2ccc(F)cc2)csc1/N=C/N(C)C	i	0.6	-6	-3	8	2	1	-11	-0.6
CC(C)CNC(=O)CSc1nnc(CN2CCCCCC2=O)n1-c1ccccn1	i	0.6	-2	-1	5	-8	-10	-4	-0.8
COc1ccc(CN2CC(C(=O)NCCCN3CCCC(C)C3)CC2=O)cc1 (configuration not stated)	i	0.4	-2	-2	-13	-11	2	-2	0.4
CCN(CCCNC(=O)CCn1c(=S)[nH]c2cc3c(cc2c1=O)OCO3)c1cccc(C)c1	i	0.3	2	0	-53	2	2	8.1*	-0.3
CC(C)Cn1cnc2c1c(=O)n(CC(=O)O)c(=O)n2Cc1ccccc1	i	-0.3	4	1	10	-5	-1	-3	-0.4
O=C1c2ccccc2C(O)N1Cc1ccccc1Cl (configuration not stated)	i	-0.1	1	-1	-3	-5	-8	0	0.5
O=C(NCN1CCN(c2ccccn2)CC1)c1cnccn1	i	1.2	0	-3	-9	-8	0	-12	-2.0
CCc1ccc(NC(=O)N(CCCN2CCOCC2)C(C)c2cc3cccc(OC)c3o2)cc1 (configuration not stated)	i	0.2	-3	4	8	7	2	1	-0.3
C[C@@H]1CN([C@@H](C)CO)C(=O)c2cc(-c3cccnc3)cnc2O[C@H]1CN(C)C(=O)c1cccc(F)c1	i	0.0	2	2	-12	-8	-2	-2	-0.4
CC(=O)Nc1ccc(NC(=O)C2CCCN(C(=O)c3ccc(Cl)cc3)C2)cc1 (configuration not stated)	i	0.3	0	-4	-32	-4	6	-3	-1.0
Cc1nc2sc(C(c3ccccc3)N3CCN(CCO)CC3)c(O)n2n1 (configuration not stated)	i	0.1	1	-6	-18	-6	1	-2	-0.5
COc1ccc(S(=O)(=O)NCC2CCCN(C(=O)c3cccs3)C2)cc1 (configuration not stated)	i	-0.6	0	5	-1	-6	-7	-2	-0.2
O=C(NCC1CCCO1)C1CCN(S(=O)(=O)N2CCCC2)CC1 (configuration not stated)	i	0.1	3	-5	-8	-10	5	-2	-0.1
O=c1cc(OCc2ccccc2)cc[nH]1	i	1.2	96*	-5	1	-5	7	-5	0.3
COc1ccccc1N(CC(O)CN1CCCC1)S(=O)(=O)c1ccccc1 (configuration not stated)	i	-0.6	0	2	14	-5	-4	-4	-0.3
O=C(CNC(=O)c1cc(S(=O)(=O)N2CCCCC2)ccc1N1CCOCC1)Nc1ccc(F)c(F)c1	i	0.5	3	-3	-1	1	-8	-3	-0.5
CCN(CC)CCCN(Cc1cc2cc3c(cc2[nH]c1=O)OCO3)C(=S)NCCCOC	·	4.4	4	-6	2	-2	11	-12	-1.6
Cc1ccc(NC(=O)N(Cc2ccc3c(c2)OCO3)Cc2cc3cc4c(cc3[nH]c2=O)OCCO4)cc1	i	0.2	1	-8	0	75*	15*	-4	-0.2
CN(C)c1ccc(C(=O)Nc2nnc(C3=COCCO3)o2)cc1	i	5.1*	-5	-1	5	-3	12	-10	-0.9
O=C(COC(=O)c1ccc2c(c1)OCO2)Nc1ccccc1Cl	i	-1.4	0	-7	2	3	6	-1	-0.3
O=C(Cc1cccc(C(F)(F)F)c1)Nc1ccccc1	i	0.8	5	2	-7	8	-9	-2	4.8
COC(=O)c1cccnc1-n1c(=O)c2cccnc2n(Cc2cccc([N+](=O)[O-])c2)c1=O	i	0.5	1	4	1	12	2	-4	-0.6
Cc1ccc(CNC(=O)CN(C(=O)C2(C)CC(=O)N=C3C=CC=CN32)c2ccccc2F)cc1 (configuration not stated)	·	1.4	-2	-2	-5	-3	2	-1	-0.3
Clc1ccccc1COc1ccc(/C=N/n2cnnc2)cc1	i	0.0	-5	11	-6	-8	-3	-1	-0.4

Compound activity deposited in PubChem by several laboratories.
